High-throughput results: PubChem, National Center for Advancing Translational Sciences (NCATS)
EPAC2 antagonist: blocks human EPAC2 exchange factor | 0.18% of 360,000 active | EPAC2 GEF exchange of Rap1B-BODIPY-GDP, fluorescence | Potency, µM (highest dose often 114 µM), for the others: top-dose activity, negative = inhibition, actives largely listed as inhibitors | AID 720708 | Q8WZA2; note: % is set by controls: 0 for no effect and ±100 for the full control effect; nearly all actives have a fitted effect of over 45% in size; many of its hits are not listed in these tables
Target sequence (Q8WZA2 whole entry, looked up): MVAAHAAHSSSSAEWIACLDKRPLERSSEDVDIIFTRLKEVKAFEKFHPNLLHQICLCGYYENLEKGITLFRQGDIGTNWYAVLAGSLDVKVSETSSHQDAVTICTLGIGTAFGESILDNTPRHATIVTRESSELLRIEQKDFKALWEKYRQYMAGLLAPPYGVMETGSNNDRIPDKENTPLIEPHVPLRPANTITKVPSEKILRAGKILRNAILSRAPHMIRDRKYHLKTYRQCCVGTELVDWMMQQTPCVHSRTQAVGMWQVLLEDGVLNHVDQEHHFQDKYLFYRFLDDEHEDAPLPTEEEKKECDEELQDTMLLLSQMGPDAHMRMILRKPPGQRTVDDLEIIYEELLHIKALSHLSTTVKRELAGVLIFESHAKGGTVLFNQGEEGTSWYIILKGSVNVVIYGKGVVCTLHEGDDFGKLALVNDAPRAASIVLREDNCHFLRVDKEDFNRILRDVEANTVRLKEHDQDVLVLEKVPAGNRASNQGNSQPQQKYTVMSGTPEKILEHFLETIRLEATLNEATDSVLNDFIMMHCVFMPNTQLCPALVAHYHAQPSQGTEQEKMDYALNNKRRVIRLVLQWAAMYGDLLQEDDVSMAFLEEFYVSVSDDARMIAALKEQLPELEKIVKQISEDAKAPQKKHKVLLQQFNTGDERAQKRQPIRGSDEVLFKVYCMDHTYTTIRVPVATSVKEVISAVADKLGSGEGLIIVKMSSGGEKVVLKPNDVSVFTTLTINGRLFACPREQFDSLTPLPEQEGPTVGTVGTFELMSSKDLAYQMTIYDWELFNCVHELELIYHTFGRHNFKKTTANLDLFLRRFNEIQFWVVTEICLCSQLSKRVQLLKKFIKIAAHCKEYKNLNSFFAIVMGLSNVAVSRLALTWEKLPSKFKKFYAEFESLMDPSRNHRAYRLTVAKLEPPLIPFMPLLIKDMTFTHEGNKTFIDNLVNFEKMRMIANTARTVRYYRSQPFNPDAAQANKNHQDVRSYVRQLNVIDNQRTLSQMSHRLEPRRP
S2 tox: viability counter-screen for ATXN expression inhibitors; S2 cells (HEK-293 line with an ATXN2-luciferase reporter) viability, CellTiter-Fluor protease fluorescence, 24 h; Potency, µM (top dose mostly 56.7 µM), most hits filed as cytotoxic; 0.49% of 400,000 active; AID 651635; note: nearly all actives have a fitted effect of over 40% in size
A549 tox: counter-screen for Nrf2 inhibitors: cytotoxicity in A549 cells; AID 504648; A549 ARE-Fluc cells, CellTiter-Fluor viability, 18-24 h; Potency, µM (series often up to 46 µM), for inactives: at the top dose activity change, negative = cytotoxicity, usual class: inhibitors; 0.16% of 390,000 active; note: % is set by controls: 0 for no effect and ±100 for the full control effect
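A549 ARE_Fluc cells in 5% FBS OPTI-MEM were exposed to compounds in concentration-response for 18-24 h at 37 deg C. Viability was read by CellTiter-Fluor fluorescence (Ex 405/Em 525) after 30 min, before the luciferase read.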
MCF10A rerep: inducers of DNA re-replication in MCF 10A breast cells; MCF 10A DNA re-replication, Hoechst nuclear intensity, 48 h; Potency, µM (series often up to 46.1 µM), inactives show at the top dose activity, positive = re-replication, usual class: activators; 2.9% of 350,000 active; AID 624296; note: % of control where 0% means no effect; nearly all actives have a fitted effect of over 50% in size
TGFb SMAD3 inh: inhibitors of TGF-b signaling. Potency, µM (highest dose often 46.1 µM), inactives show at the top dose activity, negative = inhibition, actives largely listed as inhibitors. HepG2 CAGA-GFP TGF-b/SMAD3 reporter, GFP fluorescence, 18 h; TGF-beta stimulated, 500 pg/mL final. AID 588855. 1.2% of 410,000 active; note: % is set by controls: 0 for no effect and ±100 for the full control effect; nearly all actives have a fitted effect of over 65% in size
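HEPG2 CAGA-GFP, 1000 cells/well; 2 h settle, 37 C; cpd via pin tool; TGF-b 500 pg/mL final; 18 h, 37 C; GFP imaging ex488/em500-530; %Activity normalised to -TGF-b and +DMSO controls; CRC fit, curve class.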
ATXN2 expr inh: inhibitors of ATXN2 expression. AID 1745845. HEK-293 ATXN2-luciferase reporter, luminescence, 24 h. Potency, µM (series often up to 57 µM), without a hit: at the top dose activity change, negative = inhibition, hits mostly inhibitors. 0.72% of 360,000 active; note: % is set by controls: 0 for no effect and ±100 for the full control effect; nearly all actives have a fitted effect of over 55% in size
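qHTS (up to 57 uM final) was run with 24 h compound exposure of reporter cells at 37 °C. Each well was multiplexed: SteadyGlo luminescence measured ATXN2-luciferase expression after a fluorogenic Gly-Phe-AFC viability readout (25 uM final).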
HepG2 viability: counter-screen for TGF-b inhibitors: cytotoxicity in HepG2 cells; 0.76% of 410,000 active; HepG2 CAGA-GFP viability, ATP luminescence, 18 h; Potency, µM (series often up to 46.1 µM), without a hit: at the highest dose activity change, negative = cytotoxicity, actives largely listed as cytotoxic; note: some results filed as inactive show a strong effect at the top dose
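CellTiter-Glo luminescence gave cytotoxicity after 18 hours at 37 degrees C. The cells were HepG2 CAGA-GFP in 1% FBS DMEM, stimulated with 500 pg/mL TGF-beta after compound addition. %Activity was normalised to no-cell wells (complete cell-killing) and DMSO (no toxicity), and curves were fitted and classified.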
Nrf2 ARE act: activates Nrf2 signaling; 0.31% of 410,000 active; AREc32 ARE-luciferase reporter (MCF7-derived line), luminescence, 24 h; Potency, µM (doses to about 46.1 µM), for the others: top-dose activation, most hits filed as activators; note: % of control where 0% means no effect; nearly all actives have a fitted effect of over 65% in size
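ARE activation measured as luciferase luminescence (Steady-Glo, 30 min RT) in AREc32_Fluc cells after 24 hr compound exposure at 37 deg C, 5% CO2; cells seeded overnight at 1000/well in OPTI-MEM, 5% FBS.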
Nrf2 inh: blocks Nrf2 signaling | A549 ARE-Fluc reporter, luciferase luminescence, 18-24 h | Potency, µM (highest dose often 46 µM), inactives show at the highest dose activity change, negative = inhibition, actives largely listed as inhibitors | 2.1% of 360,000 active | AID 504444; note: % is set by controls: 0 for no effect and ±100 for the full control effect; nearly all actives have a fitted effect of over 60% in size
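Two sequential reads on A549 ARE_Fluc cells exposed to compound for 18-24 h: a CellTiter-Fluor fluorescence read for viability, then a luciferase luminescence read for Nrf2/ARE activity.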
Numbers without * were called inactive; i = inactive; ? = inconclusive; nt = no result given; & = joins results of further samples; [ ] = dose if it differs, or a comment. Calls come from the whole dose curve; as a rule, active = well fitted curve in the direction sought with a large enough effect; inconclusive = small, poorly fitted or top-dose-only effect, or another doubt; inactive = no such curve, though single readings can be large; an effect the other way counts as inactive or inconclusive. Potency is the fitted concentration of half-maximal effect.

SMILES	EPAC2 antagonist	S2 tox	A549 tox	MCF10A rerep	TGFb SMAD3 inh	ATXN2 expr inh	HepG2 viability	Nrf2 ARE act	Nrf2 inh
CS(=O)(=O)N1CCN(c2ccc(NC(=O)c3ccccc3)cc2)CC1	9%	i	1%	6%	?	2%	-2%	0.0%	?
COc1cc(/C=N/NC(=O)CCC(=O)Nc2ccc(Br)cc2)ccc1O	18%	i	-2%	-2%	-2%	-4%	4%	-0.6%	-16%
COc1ccc(C2(CNC(=O)c3cccc([N+](=O)[O-])c3)CCCCC2)cc1OC	-1%	i	-9%	4%	0%	-6%	-17%	2.5%	-7%
CC1=C(C(=O)OCCNC(=O)c2cccnc2)C(c2cccc([N+](=O)[O-])c2)C(C(=O)OCCN(C)C)=C(C)N1 (stereo not drawn)	5%	i	-2%	13%	-17%	4%	0%	1.8%	2%
Cc1nc2ccc(NC(=O)c3c(-c4ccccc4)noc3C)cc2s1	-1%	i	-1%	-2%	-5%	-9%	-23%	-0.1%	-15%
CCC1=NN(C(=O)c2ccc(Br)cc2)C(O)(c2ccccc2)C1 (stereo not drawn)	-7%	i	-9%	?	?	?	-26%	3.7%	8%
CC(=O)C1=C(O)C(=O)N(CCc2c[nH]c3ccccc23)C1c1ccc(C)cc1 (stereo not drawn)	-14%	?	-2%	10%	-20%	nt	-2%	-0.1%	-1%
CCN(CC)C(=O)Cn1cc(C(=O)C(=O)NCCc2ccc(S(N)(=O)=O)cc2)c2ccccc21	2%[57.1 µM]	i	-2%	-12%	-1%	nt	3%	0.4%	7%
CCc1ccc(CNC(=O)CN2CCSc3ccccc32)cc1	nt	i	13%	nt	19%	14%	1%	4.9%	nt
COc1ccc(Cl)cc1NC(=O)CSc1nc(-c2cccs2)cc(C(F)(F)F)n1	nt	i	-7%	nt	-3%	2%	-7%	0.4%	?
COc1cccc2c1cc1c(=O)n(CC(=O)N3CCN(c4cccc(C(F)(F)F)c4)CC3)nc(C)n12	nt	nt	1%	nt	0%	nt	-24%	0.4%	4%
COc1ccc(C2C3C=CCC(c4cccc(-c5ccc(N(C)C)cc5)c4)C3C(=O)N2Cc2ccccc2)cc1Cl (stereo not drawn)	nt	nt	-3%	nt	-1%	nt	10%	nt	7%
CCN(C1CCCCC1)S(=O)(=O)c1cc(C)ccc1OC	1%	?	-7%	10%	1%	-19%	-23%	0.0%	-11%
C/C(N)=C(/C#N)C(=O)COC(=O)c1ccccc1C(=O)c1ccc(C)cc1	0%	?	-9%	2%	5%	6%	0%	5.0%	?
C=C(C)Cn1c(SCC(=O)O)nnc1-c1ccc(OC)cc1	20%	i	nt	-2%	6%	23%	8%	-0.6%	22%
Cc1cccc(C)c1Nc1ncnc2ccccc12	-2%	?	0%	5%	-7%	nt	-1%	-0.3%	-1%
N#C/C(=C/c1ccc(Sc2nc3ccccc3[nH]2)o1)c1ccccc1F	-1%	?	?	20%	?	?	-24%	16%	?
N#CC1=C(N)Oc2cc3ccccc3cc2C1c1cccnc1 (stereo not drawn)	-4%	i	-22%	7.1µM*	?	?	-12%	-0.6%	?
Cc1nc2sc(C(c3cccs3)N3CCN(C(=O)c4ccco4)CC3)c(O)n2n1 (stereo not drawn)	-1%	i	-3%	1%	6%	8%	-3%	3.9%	15%
COc1ccc2c(C(F)(F)F)cc(=O)oc2c1C	8%	i	2%	1%	-24%	-17%	4%	-0.6%	4%
CC(C)Oc1cccc(C(=O)NC(=S)Nc2ccccc2)c1	-11%	i	13%	-1%	0%	44%[activator]	-25%	9.9%	?
COC(=O)CSc1nc(C2CC2)nc2ccccc12	-3%	i	1%	12%	?	5%	-36%	0.1%	-17%
O=C(c1ccc2c(c1)C(=O)N(Cc1ccco1)C2O)N1CCOCC1 (stereo not drawn)	-4%	i	3%	13%	3%	-3%	21%	0.1%	-5%
COc1cccc(CNC(=O)CCCC(=O)Nc2cccc([N+](=O)[O-])c2)c1	13%	i	-16%	16%	-9%	-7%	1%	-0.4%	?
COC(=O)CNC(=O)C12CC3(C)CC(C)(CC(C)(C3)C1)C2	9%	?	-9%	0%	-1%	2%	-22%	-0.9%	-19%
CC(=O)Nc1ccc2c(c1)CCCN2C(=O)c1ccccc1	4%	i	-2%	0%	15%	3%	0%	-1.0%	1%
Cc1cccc(CCNS(=O)(=O)c2cnc[nH]2)c1	-2%	i	-8%	4%	3%	-3%	1%	-0.5%	?
CC(C)c1onc(C(=O)N2CCN(c3ccc(F)cc3)CC2)c1[N+](=O)[O-]	6%	i	0%	0%	13%	1%	5%	24%	-8%
C#CCOc1ccc2c3c(c(=O)oc2c1)CCCC3	6%	i	3%	6%	0%	-21%	-14%	1.8%	?
CCN(CCCNC(=O)c1ccc(Sc2ccc(Cl)cc2)c(NC(C)=O)c1)c1cccc(C)c1	nt	nt	-8%	nt	?	nt	-6%	0.8%	nt
CCC(C)[C@@H](NC(=O)OC(C)(C)C)c1nnc(S(=O)(=O)Cc2cccc(C)c2)o1 (stereo partly drawn)	-2%	nt	-8%	16µM*	8.9µM*	?	-101%	-3.3%	nt
CNC(=S)N/N=C/c1ccc(N(C)C)cc1	-3%	i	-3%	?	0%	33%	6%	-0.4%	?
Cc1c(NC(=O)c2ccc(S(=O)(=O)N(C)C)cc2)cccc1-n1cnnn1	-8%	i	-6%	2%	3%	nt	-12%	-0.4%	-2%
COc1ccccc1-c1cc(C(=O)NCc2ccc(F)cc2)no1	-10%	i	-6%	?	3%	6%	-18%	3.3%	-22%
CCOC(=O)c1ccccc1NC(=O)CSc1nc2ccccc2n1CC(=O)N1CCCC1	-5%	i	-2%	12%	0%	8%	-8%	0.3%	12%
CCOC(=O)c1cccc(NC(=O)COC)c1	11%	i	10%	-2%	0%	-3%	-4%	-0.7%	nt
Cc1ccc2c(c1)OC(c1ccc3c(c1)OCCO3)CC2=O (stereo not drawn)	-13%	nt	1%	?	21%	nt	-2%	8.3%	2%
CCCS(=O)(=O)c1ccc(COC(=O)c2cccc(NC(=O)C(C)C)c2)cc1	-15%	nt	-4%	?	-14%	-15%	-8%	2.9%	-8%
Cc1c(N/N=C(\C#N)C(=O)c2ccc(Cl)cc2)c(=O)n(-c2ccccc2)n1C	65%[activator]	?	?	2.9µM*	?	7.9µM*	3%	2.7%	?
CC(C)(C)c1ccc(S(=O)(=O)N(CCCN2CCOCC2)Cc2cccs2)cc1	-27%&-18%	i	0%&5%	5.8µM*	-4%&0%	-25%&-5%	0%&-13%	7.0%&4.0%	19%&22%

Looked up above.
Entry of Cc1ccc2c(c1)OC(c1ccc3c(c1)OCCO3)CC2=O (stereo not drawn) under A549 tox: 1%
Entry of CC(C)c1onc(C(=O)N2CCN(c3ccc(F)cc3)CC2)c1[N+](=O)[O-] under ATXN2 expr inh: 1%
Entry of Cc1c(NC(=O)c2ccc(S(=O)(=O)N(C)C)cc2)cccc1-n1cnnn1 under TGFb SMAD3 inh: 3%

(cont.)
SMILES	EPAC2 antagonist	S2 tox	A549 tox	MCF10A rerep	TGFb SMAD3 inh	ATXN2 expr inh	HepG2 viability	Nrf2 ARE act	Nrf2 inh
CC1(C(=O)OCC(=O)NC(=O)c2ccccc2)CC1(Cl)Cl (stereo not drawn)	0%	i	0%	-5%	-2%	-4%	15%	-0.4%	0%
COc1cccc(C2c3[nH]c4ccccc4c3CCN2Cc2cnc(C)s2)c1OC (stereo not drawn)	-8%	i	-9%	18%	14%	-10%	-3%	2.1%	?
O=C1CCCN1CCCNc1ccc2nnc(CCC(=O)N3CCN(c4ccc(F)cc4)CC3)n2n1	13%	i	-1%	-3%	3%	0%	2%	-0.6%	-16%
CCCN(CCC)C(=O)CSc1nc2n[nH]c(C)c2c(=N)n1-c1ccc(OCC)cc1	-15%	i	?	?	?	-3%	-22%	-0.5%	nt
CCOc1ccccc1C(=O)NCC(=O)Nc1ccc(-c2ccccc2)cc1	3%	i	-10%	-8%	9%	11%	3%	2.2%	7%
COc1ccc(C2CC(=O)c3cc(-c4nc(-c5cccc([N+](=O)[O-])c5)cs4)c(=O)n(-c4ccc(OC)cc4)c3C2)cc1 (stereo not drawn)	nt	i	2%	nt	-2%	5%	2%	3.2%	10%
CC(=O)c1cccc(NC(=O)c2ccc(NC(=O)CC3SC(N4CCCCC4)=NC3=O)cc2)c1 (stereo not drawn)	5%	i	0%	1%	1%	12%	-7%	-0.3%	0%
O=C(CCN=C1NS(=O)(=O)c2ccccc21)OCc1nnc(-c2ccccc2)o1	-7%	i	-4%	-2%	-12%	0%	-16%	6.9%	23%
Cc1ccc2sc(NC(=O)c3ccc4c(c3)OCCO4)nc2c1C	nt	nt	-4%	nt	?	nt	-18%	9.2%	nt
CCOC(=O)/C(=C/C=C1\Sc2ccccc2N1CC)C(C)=O	-25%	i	-16%	17%	113%[activator]	-3%	-13%	3.1%	-7%
NC(=O)c1c(NC(=O)COC(=O)CSc2nnc(-c3ccc(Cl)cc3)o2)sc2c1CCC2	-1%	i	-3%	0%	1%	-9%	-5%	-0.6%	1%
O=C(CN1C=NS(=O)(=O)c2ccccc21)Nc1ccc(F)cc1	nt	i	0%	nt	?	-6%	-2%	-0.3%	nt
CCCCN(CCCC)S(=O)(=O)c1ccc(C(=O)Nc2nnc(COC)o2)cc1	-4%	?	-10%	?	?	-36%	-17%	-2.6%	?
CSCCC(NC(=O)c1ccc(C(C)(C)C)cc1)C(=O)O (stereo not drawn)	13%	i	-3%	7%	3%	-1%	2%	-0.7%	0%
COC(=O)CSc1nc(C)c(C)c(C)c1C(N)=O	1%	i	2%	3%	-3%	11%	14%	-0.5%	0%
O=C(C1CCC1)N1CCN(c2ccc(Cl)cc2)CC1	5%	i	-11%	-4%	-10%	14%	-10%	3.5%	?
Cc1ccc(CSCCNC(=O)c2ccc(Cl)c(S(=O)(=O)N3CCOCC3)c2)cc1	-8%[57.1 µM]	i	1%	7%	?	-22%	-27%	-0.3%	?

These rows are one share of the data; count on the stated rates, not on these rows.
